Screening data deposited in PubChem BioAssay by National Center for Advancing Translational Sciences (NCATS).
D1 ag: Allosteric Agonists of the Human D1 Dopamine Receptor: qHTS. D(1A) dopamine receptor (Homo sapiens), P21728. HEK293 T-REx D1 cells, calcium flux, agonist mode. activation, % at 2 µM. 360,000 compounds, 1% hits. AID 504660, 2011; in the data active = activation above about 30%; also: 0% is about no effect
Target sequence (P21728 whole entry, looked up): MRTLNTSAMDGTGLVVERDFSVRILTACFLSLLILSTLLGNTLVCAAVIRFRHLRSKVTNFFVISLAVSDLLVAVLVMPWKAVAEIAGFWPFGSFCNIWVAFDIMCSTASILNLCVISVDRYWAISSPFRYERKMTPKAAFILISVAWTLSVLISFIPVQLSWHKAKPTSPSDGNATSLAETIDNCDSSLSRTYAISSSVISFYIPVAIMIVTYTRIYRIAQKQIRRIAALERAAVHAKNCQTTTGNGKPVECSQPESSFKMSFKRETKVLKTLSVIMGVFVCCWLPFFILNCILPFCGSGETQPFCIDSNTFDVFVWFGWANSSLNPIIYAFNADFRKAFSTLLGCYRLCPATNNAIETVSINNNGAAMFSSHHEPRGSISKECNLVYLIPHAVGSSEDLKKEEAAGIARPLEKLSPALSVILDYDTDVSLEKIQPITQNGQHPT
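Agonism was scored from calcium flux recorded over 180 s (1 read/s) after pintool compound addition, following a 10-cycle baseline. Cells were inducible force-coupled HEK293 TREx D1, plated overnight at 30 C and loaded with no-wash calcium dye.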
LDHA inh: qHTS assay for inhibitors of human lactate dehydrogenase; L-lactate dehydrogenase A chain (Homo sapiens), P00338; purified LDHA, NADH/diaphorase-resazurin fluorescence; stronger effect = lower value; activity change, % (values are at about 110 or 230 µM); 480,000 compounds, 0.15% hits; AID 1347041, 2019; in the data active = activity change below about -30%; inconclusive = mostly about -25% to -30%;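 also: plate controls were DMSO wells for no effect and wells without enzyme for full effect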
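Enzyme activity of human lactate dehydrogenase 5 (2 nM; 0.06 mM NADH, 0.2 mM pyruvate, 5 min, RT) is measured via a resazurin/diaphorase fluorescence readout of residual NADH.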
Vif-A3G inh: qHTS for Inhibitors of Vif-A3G Interactions: qHTS. DNA dC->dU-editing enzyme APOBEC-3G (Homo sapiens), Q9HC16. HeLa A3G-eYFP + Vif (tagged APOBEC3G with the HIV-1 protein that degrades it), YFP fluorescence, overnight. Potency, µM (top dose mostly 46.1 µM), for inactives: at the highest dose activity, negative = active, usual class: inhibitors. 410,000 compounds, 0.076% hits. AID 602310, 2012;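 also: potency is read from the fitted curve at half-maximal effect; % is scaled to controls: 0 for no effect and ±100 for the full control effect; nearly all actives have a fitted effect of over 60% in size; hits raise eYFP signal because A3G escapes Vif-driven loss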
Target sequence (Q9HC16 whole entry, looked up): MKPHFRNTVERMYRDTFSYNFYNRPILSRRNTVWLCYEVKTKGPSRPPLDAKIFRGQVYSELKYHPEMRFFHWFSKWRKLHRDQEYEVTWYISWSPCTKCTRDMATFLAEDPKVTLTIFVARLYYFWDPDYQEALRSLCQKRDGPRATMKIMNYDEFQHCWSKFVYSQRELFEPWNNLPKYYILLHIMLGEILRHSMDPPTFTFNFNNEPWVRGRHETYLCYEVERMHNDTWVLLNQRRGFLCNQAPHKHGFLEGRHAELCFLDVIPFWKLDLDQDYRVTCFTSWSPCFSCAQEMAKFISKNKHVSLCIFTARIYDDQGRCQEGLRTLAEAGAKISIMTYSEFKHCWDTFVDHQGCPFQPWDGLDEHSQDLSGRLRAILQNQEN
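Read-out is eYFP fluorescence (Ex 488/Em 500-530) from Vif-expressing HeLa A3G-eYFP cells; more signal means A3G escaped Vif-mediated degradation. Cells plated overnight, compound pinned in, incubated overnight at 37 deg C.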
Vif-A3F inh: qHTS for Inhibitors of Vif-A3F Interactions: qHTS. HeLa A3F-eYFP + Vif (tagged APOBEC3F with the HIV-1 protein that degrades it), YFP fluorescence increase. Potency, µM (series often up to 46.1 µM), for the others: at the highest dose activity, negative = active. 390,000 compounds, 0.2% hits; also: potency is read from the fitted curve at half-maximal effect; % of control where 0% means no effect; nearly all actives have a fitted effect of over 65% in size
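HeLa cells stably expressing A3F-eYFP plus Vif, plated and incubated overnight at 37 deg C, then exposed to compounds overnight at 37 deg C. Blocked degradation read as raised yellow fluorescence (Ex 488/Em 500-530).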
D1 antagonist: Antagonist of Human D 1 Dopamine Receptor: qHTS. HEK293 TREx D1 cells, calcium flux, dopamine EC80; stronger effect = lower value. activity change, negative = inhibition, % at 10 µM. 360,000 compounds, 3.2% hits; in the data active = activity change below about -30%; also: % is scaled to controls: 0 for no effect and ±100 for the full control effect
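HEK293 T-REx cells expressing inducible, force-coupled D1 receptor; no-wash Ca dye, 30–90 min RT. Cmpd → 180 s read at 1 Hz → EC80 DA → 180 s read.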
D1 potentiator: Potentiators of Human D1 Dopamine Receptor: qHTS | D(1A) dopamine receptor (Homo sapiens), P21728 | HEK293 TREx D1 cells, calcium flux, dopamine EC20 potentiation | potentiation, % at 10 µM | 360,000 compounds, 0.036% hits | AID 504651, 2011; in the data active = potentiation above about 30%; also: 0% is about no effect
GRP78 ERSR act: qHTS for Inducers of the Endoplasmic Reticulum Stress Response (ERSR) in Human Glioma: qHTS; U87-MG GRP78 promoter luciferase reporter, 16 h; Potency, µM, inactives show at the top dose activation, most hits filed as activators; 420,000 compounds, 0.02% hits; also: potency is read from the fitted curve at half-maximal effect; series mostly up to about 76 µM; % of control where 0% means no effect; nearly all actives have a fitted effect of over 35% in size
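Stably transfected U87-MG human glioma cells carrying a GRP78-based luminescent sensor were seeded at 1000 cells/well, pin-dosed with compounds and incubated 16 h. Luciferase reagent was then added, and end-point luminescence was read after 10 min at room temperature.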
D2 potentiator: HTS Assay for Positive Allosteric Modulators of the Human D2 Dopamine Receptor: Primary Screen for Potentiators; D(2) dopamine receptor (Homo sapiens), P14416; HEK293 T-REx D2, calcium flux, EC20 dopamine potentiation; potentiation, % at 10 µM; 340,000 compounds, 0.34% hits; AID 485347, 2010;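 active = potentiation over 3 SD above the plate norm, cut at about 30% in these data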; also: 0% is about no effect
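Potentiation of an EC20 dopamine calcium response is measured in a force-coupled, tetracycline-inducible Hek293 Trex D2 line. Compound-only kinetic reads over 180 s flag agonists before dopamine addition.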
RXFP1 ag: qHTS Assay for Agonists of the Relaxin Receptor RXFP1 | Relaxin receptor 1 (Homo sapiens), Q9HBX9 | HEK293T-RXFP1 cAMP TR-FRET, 30 min; response scale: percent of porcine relaxin response, buffer zero | Potency, µM (titrated, usually from 57.5 µM), inactives show at the top dose activation, most hits filed as activators | 370,000 compounds, 0.3% hits | AID 2676, 2010; also: potency is read from the fitted curve at half-maximal effect; % is scaled to controls: 0 for no effect and ±100 for the full control effect; nearly all actives have a fitted effect of over 60% in size; many of its hits are not listed in these tables
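HEK293 cells stably expressing RXFP1, treated 30 min at 37C with compounds plus PDE4 inhibitor Ro 20174; cAMP measured by HTRF TR-FRET. Normalized to buffer and 29 nM porcine relaxin; EC50 by Hill fit.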
Active calls of the source: *; ? = inconclusive; . = not tested or not shown; & = joins results of further samples. Unless noted, calls follow the shape of the dose curve; as a rule, active = well fitted curve in the direction sought with a large enough effect; inconclusive = small, poorly fitted or top-dose-only effect, or another doubt; inactive = no such curve, though single readings can be large; an effect the other way counts as inactive or inconclusive.

SMILES	D1 ag	LDHA inh	Vif-A3G inh	Vif-A3F inh	D1 antagonist	D1 potentiator	GRP78 ERSR act	D2 potentiator	RXFP1 ag
CCOC(=O)N1CCN(C(=O)CCn2nc(-c3ccccc3)ccc2=O)CC1	0.5	-3.5	2.9%	3.7%	0.4	-0.7	-3.6%	-3.0	3.9%
COc1ccc(-c2nnc(SCCC(=O)O)n2-c2ccccc2)cc1	4.2	-7.3	2.0%	-6.2%	18.7	-3.8	-3.9%	-7.8	0.3%
CCN(CC)CCOc1ccc2c(c1)C(=NNC(=O)c1ccccn1)c1cc(OCCN(CC)CC)ccc1-2	1.0	2.6	12.4%	4.1%	-3.3	-0.4	-7.8%	.	-1.0%
Cc1cccc(OCC(=O)N2CCC(c3nc4ccccc4o3)CC2)c1C	-1.0	-14.9&5.0	1.9%	9.9%	-11.3	0.9	-1.8%	17.1	-0.8%
Cc1cnc(C)c(N2CCC(C(=O)NC(C)c3cccs3)CC2)n1 (centres undefined)	2.8	-6.1	-15.3%	2.5%	6.0	-5.6	-2.3%	0.7	0.3%
CC(C)Oc1ncnc2c1[nH]c1ccccc12	8.8	-15.4	0.7%	1.2%	-11.0	-9.3	2.6%	-5.4	0.9%
Cc1cc2ccccn2c1C(=O)c1ccc(F)cc1	3.6	4.1	-22.8%	-9.4%	-15.1	-11.4	5.1%	.	1.0%
Cc1csc(N(C(=O)c2ccc(S(=O)(=O)N(C)C)cc2)c2ccccc2)n1	1.9	-2.6	-17.0%	-17.0%	-1.7	-0.9	-3.6%	7.2	-1.3%
Cc1ccc(-n2nc(C)c3c2OC(N)=C(C#N)C3c2ccncc2)cc1 (centres undefined)	1.3	-6.1	1.7%	-3.3%	8.9	1.2	-2.1%	17.0	0.3%
O=C1NC[C@H](c2ccccc2)OC(=O)[C@H](Cc2ccc(F)cc2)C/C=C\C[C@@H]1CC(=O)N(CCO)Cc1ccccc1	.	1.5	5.1%	4.5%	.	.	-5.3%	.	.
Cc1ccc(-n2c(=O)c3cccnc3n2CC(=O)Nc2cc(C)cc(C)c2)cc1	2.2	-13.0	3.9%	0.6%	0.7	-5.5	-2.2%	1.6	0.3%
COc1ccccc1Cn1c(CNS(=O)(=O)c2ccccc2Cl)nc2cccnc21	-0.3	1.7	-11.4%	-2.2%	-0.6	-3.9	0.1%	-8.1	-0.9%
CC(C)C(=O)Nc1cccc(-c2nc3ncccc3o2)c1	-0.3	-9.8	0.0%	0.5%	17.7	0.8	5.1%	6.7	0.3%
COc1ccc(CC2SC(=Nc3ccc(F)cc3)NC2=O)cc1 (centres undefined)	-0.6	-9.4	2.4%	21.2%	21.0	3.5	-6.1%	0.3	-1.4%
CCN(CC)C(=O)c1ccc(C(=O)Nc2ccc(F)cc2)cc1	2.9	0.6	-0.4%	5.6%	-15.7	-6.8	1.1%	5.2	2.6%
CN(CC(=O)NCc1ccc(F)cc1)CC(=O)Nc1ccc(Cl)c(C(F)(F)F)c1	24.1	4.0	-0.3%	-42.8%	-33.4*	1.5	2.3%	-7.9	-3.3%
CC(C)=C(NC(=O)c1ccccc1)C(=O)Nc1ccc(C(=O)O)cc1	1.2	-2.0	0.4%	0.0%	12.6	-9.8	-4.2%	5.5	4.3%
COc1cc(NC(=S)N2CCCC(C)C2)cc(OC)c1OC (centres undefined)	2.3	-2.1	2.2%	-1.3%	-10.5	-4.7	-0.6%	13.5	-1.6%
CCCC(=O)Nc1sc(Cc2ccccc2)c(C)c1C(N)=O	3.9	-0.6	-9.9%	9.0%	-8.3	-2.6	1.1%	11.0	0.7%
COC(=O)c1ccc2c(=O)[nH]c(CSc3nnc(C(F)(F)F)n3C)nc2c1	0.4	-8.8	-2.5%	-4.2%	3.2	-2.0	-4.8%	1.0	0.9%
Cc1nc(N)ncc1-c1ccc2c(c1)OCO2	3.8	-5.3	-7.9%	-32.0%	3.2	-0.2	0.0%	5.3	2.0%
Cc1ccccc1C(=O)NCC(=O)OCC(=O)NC(C)C1CC2CCC1C2 (centres undefined)	9.3	-2.0	-8.4%	-1.7%	46.2	.	1.4%	8.1	-0.2%
CCOc1ccccc1NC(=O)c1ccc2nccnc2c1	-0.5	-1.5	-2.0%	0.3%	14.7	-3.5	0.2%	1.2	0.5%
Cn1c(C=O)c(-c2ccc3cc[nH]c3c2)c2ccccc21	1.7	-0.3	-0.7%	12.4%	.	-0.9	-2.1%	11.3	-0.1%
O=C(Nc1ccccc1Cl)Nc1ccnn1C1CCN(C(=O)c2cscn2)CC1	1.3	-2.1	0.2%	3.1%	14.8	15.7	-4.1%	8.5	-2.9%
CC(C(=O)Nc1sc2c(c1C(=O)NCC1CCCO1)CCC2)N1C(=O)c2ccccc2C1=O (centres undefined)	1.8	-3.0	0.2%	-5.0%	-0.4	-5.6	-5.1%	-4.9	-0.2%
O=C(N/N=C\c1ccco1)c1cncc(Br)c1	4.1	.	.	.	6.0	3.3	.	9.5	1.7%
C=C[C@]1(C)C=C2CCC3[C@](C)(CCC[C@@]3(C)C(=O)O)C2CC1 (some centres undefined)	14.1	5.1	-6.0%	-6.6%	-15.6	0.7	-0.7%	-4.0	1.3%
NC(=S)Nc1cc(Cl)cc(Cl)c1	9.4	-2.1	-3.2%	?	2.0	-1.5	-2.6%	-2.5	2.4%
C=CCN(C(=O)Cn1c(C(=O)OC)cc2oc(C)cc21)c1ccccc1	15.3	-0.4	-0.2%	-2.0%	5.4	0.9	-2.2%	2.4	2.6%

Compound profiles, from the list above. Screens in order: D1 ag | LDHA inh | Vif-A3G inh | Vif-A3F inh | D1 antagonist | D1 potentiator | GRP78 ERSR act | D2 potentiator | RXFP1 ag
Entry for CCN(CC)CCOc1ccc2c(c1)C(=NNC(=O)c1ccccn1)c1cc(OCCN(CC)CC)ccc1-2 → 1.0 | 2.6 | 12.4% | 4.1% | -3.3 | -0.4 | -7.8% | . | -1.0%
Entry for NC(=S)Nc1cc(Cl)cc(Cl)c1 → 9.4 | -2.1 | -3.2% | ? | 2.0 | -1.5 | -2.6% | -2.5 | 2.4%

Other structures:
SMILES	D1 ag	LDHA inh	Vif-A3G inh	Vif-A3F inh	D1 antagonist	D1 potentiator	GRP78 ERSR act	D2 potentiator	RXFP1 ag
CC(C)c1nc2ccc(C(=O)NCc3ccc(N(C)C)cc3)cc2o1	0.6	2.6	-4.4%	-14.4%	5.9	1.8	-0.3%	-3.9	2.3%
Cc1nc(CC(=O)NNS(=O)(=O)c2ccc3ccccc3c2)cs1	1.3	5.4	-0.1%	-0.1%	-6.8	13.5	-4.7%	5.1	-0.4%
CC(=NNc1nc2ccccc2s1)c1ncccn1	.	-2.7	?	-20.6%	.	.	-4.3%	.	.
O=C(/C=C/c1ccccc1Cl)Nc1nc(-c2cccs2)ns1	0.7	-9.4	-3.9%	-10.6%	-2.7	-0.1	2.0%	-5.5	4.7%
COc1cc(/C=N/NC(=O)c2cccc(S(=O)(=O)N3CCOCC3)c2)cc(OC)c1O	4.3	-2.8	-0.3%	19.0%	-7.0	11.7	-4.8%	-4.0	-8.5%
Cc1ccc([C@H]2C[C@H](O)[C@@H](n3cc(C4CC4)nn3)CN2Cc2cccs2)cc1	.	0.1	-11.2%	-0.8%	.	.	-10.3%	.	.
CC(=O)Cc1nsc(NC(=O)C2Cc3ccccc3C(=O)O2)n1 (centres undefined)	2.6	-5.1	1.2%	1.1%	9.4	.	-2.6%	10.8	1.9%
CCCCc1nn2c(=O)cc(COC(=O)C3CCCCC3)nc2s1	1.7	0.4	2.4%	5.3%	-4.8	-3.0	0.1%	-8.5	1.6%
Cc1ccc(C(=O)OCC(=O)Nc2cc(S(C)(=O)=O)ccc2Cl)cc1S(=O)(=O)N1CCCCC1	1.8	-1.6	1.5%	4.9%	6.3	-4.8	-5.6%	-4.4	4.5%
CC(C)(C)OC(=O)CNC(=O)c1nc[nH]c1C(=O)NCc1ccccc1	1.1	-7.1	-7.4%	-7.1%	-8.0	-3.7	-3.3%	6.7	-0.6%
CCCCOC(=O)Cn1nnc2sc(-c3ccccc3)cc2c1=O	1.7	-1.0	.	.	-10.5	2.6	.	4.9	1.0%
COc1ccccc1OCC(=O)NCc1nc(-c2ccccc2)no1	5.5	-1.0	0.0%	-1.5%	12.1	0.2	-3.2%	10.5	-1.0%
CSc1ccccc1NC(=O)c1noc2c1CCC2	3.8	0.3	4.6%	-7.8%	15.7	-9.2	3.6%	5.4	0.7%
CC(C)CCNC(=O)C(=O)NCc1ccccc1	2.2	0.2	0.9%	1.6%	14.7	-4.2	-1.9%	8.5	-2.6%
COc1cccc(S(=O)(=O)NCC(=O)N2CCCC2)c1	3.0	-1.9	1.2%	-0.1%	0.5	3.2	-0.1%	0.3	0.3%
Cc1ccc(C(=O)OCC(=O)NCc2cccs2)cc1C	4.1	2.1	0.8%	-0.9%	-10.6	-0.8	4.3%	-11.7	3.8%
COC(=O)Nc1ccc2c(c1)N(C(=O)CCN1CCN3CCCC3C1)c1ccccc1S2 (centres undefined)	0.9	-1.6	-0.3%	-11.0%	-4.0	-4.7	-3.4%	-19.3	0.5%
CCOC(=O)c1c(NC(=O)COC(=O)CCNS(=O)(=O)c2ccccc2)sc(C(=O)N(C)C)c1C	1.2	-2.3	-0.2%	1.0%	1.0	6.3	-0.6%	19.0	2.6%
CN(CC(=O)O)S(=O)(=O)c1cc(Cl)ccc1Cl	2.5	-6.9	-0.2%	0.5%	11.9	2.2	2.8%	.	0.0%

Only part of the results is shown. The share of hits here may be higher or lower than overall.
